MEKK2 mut-MEK5 – MEK5 binding signal on mutant MEKK2 PB1, primary screen, biochemical, multiplex bead flow cytometry, Alexa488-MEK5; percent response, % at 10 µM; 290,000 tested, 0.35% active; Alexa488-MEK5 binding to MEKK2 mutant; AID 1530, 2009; in the data active = percent response above about 24%, passing the limit was not always enough; also: inactives centre near 1; some results filed as inactive read as strong as hits; reference of the scale not given here
NALP1 inh – NALP1 inflammasome inhibitors in reconstituted yeast, colorimetric, S. cerevisiae, triplicate retest. S. cerevisiae NALP1/ASC/caspase-1 growth, X-gal OD620, 72 h. 280,000 tested, 0.61% active. inhibition, % at 10 µM. AID 2071, 2009; in the data active = inhibition mostly above about 24%, no sharp cut-off; inactive = mostly below about 32%; also: some compounds called inactive have numbers as strong as hits
M18AAP inhibitor – PfM18AAP inhibitors, malaria aminopeptidase, primary screen, biochemical, QFRET, recombinant enzyme; 290,000 tested, 1.2% active; H-Glu-NHMec fluorogenic cleavage; inhibition, % at 7.35 µM; M18 aspartyl aminopeptidase (Plasmodium falciparum 3D7); AID 1822, 2009;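 active = inhibition above the campaign mean inhibition over all tested compounds plus 3 SD, cut at about 28% in these data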;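 also: 0% = plate median of test compound wells and 100% = 2 mM ZnCl2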
MEKK3 PB1 HTS – modulators of MEKK3-MEK5 PB1 binding, primary screen, biochemical, wildtype MEKK3, multiplex bead flow cytometry, Alexa488-MEK5; Mitogen-activated protein kinase kinase kinase 3 (Homo sapiens), Q99759; bead-based flow cytometry, Alexa488-MEK5 binding to MEKK3; actives lie on both sides; 0 = blocked by unlabeled MEK5, 100 = vehicle; binding response (% of control), % at 10 µM; 290,000 tested, 1.4% active; AID 1529, 2009;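 active = binding response more than 3 SD above or below the average of its plate-row segment, actives on both sides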;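 also: Alexa488 bead fluorescence after subtracting the streptavidin-only scavenger bead signal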
MEKK2wt PB1 HTS – modulators of MEK5 binding to wildtype MEKK2, primary screen, biochemical, multiplex bead flow cytometry, Alexa488-MEK5 | Mitogen-activated protein kinase kinase kinase 2 (Homo sapiens), Q9Y2U5 | Alexa488-MEK5 binding to MEKK2 WT; actives lie on both sides | binding response (% of control), % at 10 µM | 290,000 tested, 1.1% active; in the data active = binding response below about 67% or above about 130%
DNA FID counter – compounds displacing fluorescent DNA intercalator, primary screen, artefact control for HCV NS3 helicase inhibitor project, biochemical, FID fluorescence. DNA fluorescent intercalator displacement. 290,000 tested, 0.17% active. inhibition, % at 7.9 µM; in the data active = inhibition above about 37%;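 also: 0% = vehicle and 100% = reference compound; higher means more ethidium bromide displaced from hairpin DNA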
GPR7 antagonist – GPR7 receptor antagonists, primary screen, cell-based, fluorescence, single concentration; Neuropeptides B/W receptor type 1 (Homo sapiens), P48145; GPR7-expressing cells, fluorescence antagonist assay; inhibition, % at 4.4 µM; 290,000 tested, 1.1% active; in the data active = inhibition above about 16%, passing the limit was not always enough;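 also: cells stimulated with the agonist NPW; 0% = agonist with vehicle and 100% = vehicle without agonist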
Target sequence (P48145 whole entry, looked up): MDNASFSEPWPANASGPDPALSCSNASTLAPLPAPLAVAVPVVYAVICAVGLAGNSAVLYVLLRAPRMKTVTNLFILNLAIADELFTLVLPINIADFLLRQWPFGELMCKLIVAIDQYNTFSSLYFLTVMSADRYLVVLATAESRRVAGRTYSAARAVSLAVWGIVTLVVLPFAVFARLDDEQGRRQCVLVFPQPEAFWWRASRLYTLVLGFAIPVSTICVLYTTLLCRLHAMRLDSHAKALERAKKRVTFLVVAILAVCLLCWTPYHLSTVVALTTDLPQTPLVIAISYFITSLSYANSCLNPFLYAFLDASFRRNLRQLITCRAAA
OXTR ag – human OXTR agonists, primary screen, fluorescence, CHO-OTR cells, Fluo-8 calcium. Oxytocin receptor (Homo sapiens), P30559. Fluo-8 calcium fluorescence; normalized: DMSO 0%, oxytocin 100%. activation, % at 3 µM. 320,000 tested, 0.32% active. AID 2435, 2010;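 active = activation above the mean of all tested compounds plus 3 SD, cutoff set per screening run, cut at about 20% in these data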;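 also: peak over basal fluorescence ratio from a 100 s FLIPR kinetic read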
Target sequence (P30559 whole entry, looked up): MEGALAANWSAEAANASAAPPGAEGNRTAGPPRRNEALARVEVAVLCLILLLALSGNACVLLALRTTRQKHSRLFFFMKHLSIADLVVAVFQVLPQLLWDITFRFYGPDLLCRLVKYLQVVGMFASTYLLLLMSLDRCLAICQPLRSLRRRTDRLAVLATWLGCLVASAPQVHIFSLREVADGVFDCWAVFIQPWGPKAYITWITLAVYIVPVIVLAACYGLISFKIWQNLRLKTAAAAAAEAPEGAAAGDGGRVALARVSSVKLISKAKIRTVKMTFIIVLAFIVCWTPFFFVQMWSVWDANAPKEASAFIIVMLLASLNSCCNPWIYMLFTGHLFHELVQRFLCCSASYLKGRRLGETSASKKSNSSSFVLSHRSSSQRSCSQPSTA
PHOSPHO1 block – PubChem AID 1565 | 290,000 tested, 1.1% active | inhibition, % at 13.3 µM | recombinant PHOSPHO1, absorbance phosphatase assay | Phosphoethanolamine/phosphocholine phosphatase (Homo sapiens), Q8TCT1; in the data active = inhibition above about 60%
Target sequence (Q8TCT1 whole entry, looked up): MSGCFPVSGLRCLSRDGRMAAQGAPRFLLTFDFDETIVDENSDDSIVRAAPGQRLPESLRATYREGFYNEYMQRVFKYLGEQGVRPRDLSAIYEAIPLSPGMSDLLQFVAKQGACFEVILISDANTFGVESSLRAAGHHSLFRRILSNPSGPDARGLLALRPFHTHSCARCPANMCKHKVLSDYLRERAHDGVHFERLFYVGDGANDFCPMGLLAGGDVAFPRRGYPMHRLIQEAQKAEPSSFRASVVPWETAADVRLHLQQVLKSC
Numbers without * were called inactive; x = no result given. Rows were taken by chance (roughly 6.2% active in at least one column).

Molecule,PHOSPHO1 block,M18AAP inhibitor,MEKK2wt PB1 HTS,DNA FID counter,GPR7 antagonist,MEKK2 mut-MEK5,NALP1 inh,MEKK3 PB1 HTS,OXTR ag
COc1cc(C2C(C(=O)c3ccc(C)o3)=C(O)C(=O)N2CCN2CCOCC2)ccc1OCCC(C)C (stereo unspecified),x,14.3,95.0,-43.8,6.0,2.0,4.2,98.0,x
Cc1cc(OCC(=O)c2cccc(C(F)(F)F)c2)n2cnnc2n1,7.4,2.3,107.0,-2.7,-8.6,4.0,-6.0,106.0,-0.1
Cc1nc2sccn2c1-c1csc(NCc2ccccc2)n1,33.8,6.6,100.0,2.8,-6.5,0.0,17.7,105.0,10.3
COc1ccc(S(=O)(=O)NC(C)C(=O)Nc2ccccc2F)cc1 (stereo unspecified),3.6,-1.7,97.0,-3.1,-7.0,-1.0,7.8,98.0,-0.1
O=C(O)CCCCCNC(=O)c1ccccc1Br,7.2,-0.3,99.0,-1.4,-1.2,2.0,2.2,102.0,0.6
O=C(c1cc2ccccc2o1)N1CCN(c2cccc(Cl)c2)CC1,28.7,-3.9,105.0,-10.1,-10.8,7.0,-4.5,102.0,-0.1
COc1ccc(CCNC(=O)c2cc(S(=O)(=O)N3CCCCC3)c[nH]2)cc1OC,-19.3,-6.1,105.0,-41.9,-6.2,1.0,-0.8,101.0,-0.3
CCCCNC(=S)NCCN1CCCCC1,15.0,-6.5,101.0,8.5,-5.8,3.0,14.2,111.0,1.1
CCC(C)NC(=O)CNC(=O)c1nn(-c2ccc(OC)c(Cl)c2)c(=O)c2ccccc12 (stereo unspecified),9.3,2.2,104.0,-28.1,0.6,2.0,3.1,106.0,-2.1
COC(=O)c1cc(C(=O)c2cc(Br)ccc2O)coc1=N,9.1,-9.4,97.0,-4.1,-7.6,-6.0,-4.1,92.0,0.3
Cc1cc(NC(=O)COC(=O)c2cc(S(=O)(=O)N(C)c3ccccc3)ccc2Cl)no1,28.5,-0.7,104.0,-21.6,-19.4,1.0,x,104.0,-0.1
Cc1ccc(-n2c(C)cc(/C=N/NC(=O)CC3(C)OCCO3)c2C)c(C)c1,-1.2,0.7,98.0,-12.2,2.4,1.0,3.9,107.0,-0.6
CCC(CC)NC(=O)c1n[nH]c(=O)c2ccccc12,0.6,3.9,99.0,-0.7,-1.9,-2.0,-3.4,101.0,-0.9
CCN(C(=O)CSc1nnc(C)n1-c1ccccc1)C1CCS(=O)(=O)C1 (stereo unspecified),-93.5,-8.6,99.0,-1.8,1.7,-43.0,-27.3,99.0,-0.2
Cc1noc(NS(=O)(=O)c2ccc(NC(=O)c3cnc4scc(C)n4c3=O)cc2)c1C,16.5,-9.2,104.0,-13.9,-9.3,2.0,x,102.0,-0.3
COc1cccc(N2CCN(C(=O)CN(C)S(=O)(=O)c3ccc4c(c3)CCC(=O)N4)CC2)c1,-9.3,0.2,106.0,-27.5,-14.5,5.0,-34.5,106.0,2.7
O=C(OCC(=O)N1CCOCC1)c1ccccc1Cc1ccccc1,-3.4,-7.7,106.0,-26.8,-7.4,16.0,17.5,102.0,-0.8
CCN(CC)c1ccc(NC(=O)C(C)C)cc1,16.4,21.0,97.0,5.6,0.2,0.0,7.1,98.0,0.4
COc1ccc(-c2sc(Nc3ccccc3)n[n+]2-c2ccc(F)cc2)c(OC)c1OC,-7.3,-5.3,103.0,-16.2,2.2,10.0,10.4,95.0,0.5
CC(=O)c1cccc(NC(=O)CN(C)S(=O)(=O)c2cccc3nsnc23)c1,18.1,4.2,99.0,-2.0,1.5,-4.0,32.2*,101.0,0.4
Cc1csc(NC(=O)c2c(O)c3c(n(CC(C)C)c2=O)CCCC3)n1,16.6,-1.6,97.0,0.3,-10.6,-2.0,30.9*,99.0,-1.0
C/[N+]([O-])=C\c1cccc(OCCN2CCN(c3ncc(C(F)(F)F)cc3Cl)CC2)c1,41.9,2.6,105.0,-17.9,5.9,4.0,8.6,103.0,6.4
CCCCS(=O)(=O)c1sc2nc3c(cc2c1N)CCCC3,-6.6,-1.5,99.0,-8.8,-10.5,4.0,-11.4,107.0,9.3
O=C(COc1ccc([N+](=O)[O-])cc1Cl)Nn1cnnc1,24.4,33.0*,93.0,-0.3,-4.2,-8.0,16.0,95.0,2.0
COc1ccccc1/C=N/NC(=O)CO,-21.9,1.3,106.0,-6.1,-11.8,3.0,7.8,104.0,0.9
CN(C(=O)c1ccc(OC2CCN(C(=O)c3cccnc3)CC2)cc1)C1CCCCC1,23.0,-5.8,95.0,-18.5,-5.6,-10.0,1.8,94.0,1.0
COCCNC(=O)C1CC(=O)N(C2CCCCC2)C1 (stereo unspecified),35.4,7.5,99.0,5.3,-10.5,4.0,11.9,103.0,0.6
COc1cccc(/C=C/C(=O)Oc2ccc(C(=O)c3ccc(F)cc3)cc2)c1,10.9,-2.8,101.0,0.7,-6.9,5.0,9.6,93.0,1.4
CCCSc1nc2c(cnn2-c2ccc(C)cc2)c(=O)[nH]1,-28.4,-8.4,107.0,-1.6,-12.1,11.0,25.7,106.0,0.5
CCOC(=O)C(Cc1ccccc1)C(=O)Nc1cccc(C)c1 (stereo unspecified),6.0,1.8,128.0,-9.4,-4.8,15.0,27.7,105.0,5.5
CCOc1ccc(NC(=O)NC2CCCCCCC2)cc1,46.6,1.2,102.0,-36.3,-12.5,1.0,0.3,101.0,x
CC(=O)N1CCN(c2ccc(NC(=O)c3ccc(Cl)c(Cl)c3)cc2)CC1,34.8,2.7,108.0,-17.8,-7.3,8.0,1.1,102.0,7.8
COc1cccc(COc2nc3c(c(=O)n(C)c(=O)n3C)n2C)c1,-28.2,-0.9,x,-5.8,-2.6,x,0.2,x,0.0
CCCCC(=O)OCC(=O)Nc1cccc(S(=O)(=O)NC2=NCCCCC2)c1,32.2,-2.1,96.0,-19.6,-3.9,-5.0,18.3,100.0,-0.5
CCN1CCCC1CNC(=O)c1cc2c(-c3ccc(Cl)cc3)nn(C)c2s1 (stereo unspecified),5.1,7.9,210.0*,35.0,11.8,29.0*,-12.2,112.0,2.7
COC(=O)c1sccc1NC(=O)COc1ccc(F)cc1Cl,58.6,7.1,102.0,-14.9,-5.9,3.0,-1.5,108.0,-0.8
CCOc1ccc(C2C(C(=O)c3ccco3)=C(O)C(=O)N2CCN2CCOCC2)cc1 (stereo unspecified),29.0,13.7,106.0,-34.5,-6.3,1.0,12.8,103.0,-0.7
Cc1cccc(N2CCN(C(=O)Cn3c(=O)[nH]c4ccsc4c3=O)CC2C)c1 (stereo unspecified),9.4,-3.4,102.0,-14.5,-12.8,-3.0,11.2,103.0,1.4
CCOC(=O)c1sc2nc(C)n(CC(=O)NCC3CCCO3)c(=O)c2c1C (stereo unspecified),-12.4,-0.1,104.0,-2.0,-5.8,4.0,-5.7,103.0,0.6
C=CCn1c(=S)[nH]c2sccc2c1=O,36.0,-5.7,76.0,2.9,-1.0,-11.0,-9.4,88.0,-1.0
O=c1c2ccccc2nnn1COc1ccc(F)cc1Cl,-8.2,-13.0,x,-0.8,3.6,x,12.6,x,-0.7
Cc1cc(C)c2oc(=O)cc(CN3CCOCC3)c2c1,7.4,-1.6,95.0,-7.0,14.7,1.0,10.3,92.0,-1.2
COc1nnc(-c2ccc(N3CCCCC3)c(N)c2)c2ccccc12,x,-1.6,94.0,-29.6,-34.0,0.0,x,102.0,-1.9
O=C(CN1CCOCC1)OCCCC1CCCCC1,8.9,-2.2,102.0,-1.8,1.9,2.0,-8.5,100.0,0.5
COc1ccc(CCNC(=O)c2ccc(C)s2)cc1OC,-9.8,2.4,94.0,-8.7,-2.5,-4.0,11.9,101.0,0.6
COc1ccc(CNC(=O)C(C)Sc2ccc(C)cc2)cc1 (stereo unspecified),34.2,-6.8,94.0,-15.8,6.1,0.0,19.1,99.0,-2.6
O=C(NC(=S)Nc1ccc(NC(=O)c2cccs2)cc1)c1ccco1,6.6,-3.5,103.0,-3.9,-9.2,1.0,x,97.0,4.8
CC(Sc1nnc(-c2ccccc2)c(-c2ccccc2)n1)C(=O)N1CCc2ccccc21 (stereo unspecified),-1.4,-5.5,104.0,5.2,-7.2,-7.0,20.4,102.0,-1.7
CCN1CCc2c(sc(NC(=O)C3CCCCC3)c2C(=O)OC)C1,9.9,0.6,104.0,3.7,-8.3,3.0,20.6,101.0,0.7
COc1ccccc1-c1cc(-c2ccccc2)nc(SCC(=O)O)c1C#N,-11.3,5.6,99.0,-25.3,16.1,-1.0,10.7,102.0,x

Continued.
Molecule,PHOSPHO1 block,M18AAP inhibitor,MEKK2wt PB1 HTS,DNA FID counter,GPR7 antagonist,MEKK2 mut-MEK5,NALP1 inh,MEKK3 PB1 HTS,OXTR ag
CC(C)CC(C(=O)Nc1oc(-c2ccco2)c(-c2ccco2)c1C#N)N1C(=O)c2ccccc2C1=O (stereo unspecified),38.9,10.2,106.0,-20.9,8.5,5.0,10.5,106.0,0.6
O=C(Oc1cccc([N+](=O)[O-])c1)C1CCN(C(=O)c2ccc(F)cc2)CC1,-0.6,11.2,115.0,-23.7,-9.8,12.0,6.6,107.0,2.9
COc1ccc(OC)c(C2Nc3ccccc3NC3=C2C(=O)CC(C)(C)C3)c1 (stereo unspecified),13.8,-5.8,108.0,-5.9,-14.7,7.0,6.8,104.0,0.0
COc1ccc(NC(=O)/C(C#N)=C\c2ccc(N3CCOCC3)o2)cc1,44.9,6.3,90.0,-4.8,9.6,-10.0,7.0,98.0,70.2*
COc1ccc(Cc2nnc(SCC(=O)N3CCCC3)o2)cc1,-5.7,-1.8,101.0,-2.5,-5.0,-3.0,4.3,111.0,-0.2
Cc1csc(=NC(=O)c2ccccc2)n1Cc1ccco1,18.2,-37.5,x,-19.1,5.2,x,-1.9,x,-1.4
O=C(NCCc1ccccn1)c1ccc(OC2CCN(Cc3ccccn3)CC2)cc1,17.6,2.8,101.0,-3.9,-8.7,0.0,21.6,101.0,0.2
CCOC(=O)C(NS(=O)(=O)c1ccccc1)(C(F)(F)F)P(=O)(OC(C)C)OC(C)C (stereo unspecified),25.7,-11.6,96.0,-0.3,8.6,-2.0,-4.7,95.0,0.2
CC1CCC(NC(=O)CN2C(=O)C3CCCN3c3ncc(Cl)cc32)CC1 (stereo unspecified),13.9,0.8,94.0,-15.2,14.2,-2.0,6.4,99.0,x

Ordered by value in PHOSPHO1 block (smallest number first): some entries from above
SMILES	PHOSPHO1 block
Cc1csc(=NC(=O)c2ccccc2)n1Cc1ccco1	18.2
CC(C)CC(C(=O)Nc1oc(-c2ccco2)c(-c2ccco2)c1C#N)N1C(=O)c2ccccc2C1=O (stereo unspecified)	38.9
COc1ccc(NC(=O)/C(C#N)=C\c2ccc(N3CCOCC3)o2)cc1	44.9

Source: PubChem (several laboratories)
